Bioassay records deposited in PubChem BioAssay by The Scripps Research Institute Molecular Screening Center.
CHO parental Ca – signal in parental CHO cells, OX1R antagonist counter-screen; parental CHO-K1, ATP-induced calcium, Fluo-8 fluorescence; inhibition, % at 5.6 µM; 330,000 tested, 0.63% active;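 active = inhibition above that plate's mean sample inhibition plus 3 SD, cut at about 26% in these data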;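 also: 0% = ATP-challenged DMSO wells and 100% = DMSO wells without ATP; some compounds past the cut are filed as inactive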
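Test system: untransfected parental CHO cell line; also added: ATP stimulus; dosing: 5.6 µM, single dose; signal: calcium-sensitive Fluo-8 fluorescence; measure: percent inhibition of ATP-evoked calcium rise, normalized to controls; benchmarks: low control ATP plus DMSO, high control DMSO only; replication: one well per compound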
M1 ag – human M1 muscarinic receptor agonism; P11229; CHO-K1 hM1, Fluo-8 calcium fluorescence, agonist mode; 0% DMSO, 100% acetylcholine EC100; activation, % at 3 µM; 360,000 tested, 0.33% active; AID 588814;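 active = activation above the run's mean compound activation plus 3 SD, cut at about 16% in these data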;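 also: peak over basal fluorescence ratio within a 140 s kinetic read after compound addition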
Target sequence (P11229 whole entry, looked up): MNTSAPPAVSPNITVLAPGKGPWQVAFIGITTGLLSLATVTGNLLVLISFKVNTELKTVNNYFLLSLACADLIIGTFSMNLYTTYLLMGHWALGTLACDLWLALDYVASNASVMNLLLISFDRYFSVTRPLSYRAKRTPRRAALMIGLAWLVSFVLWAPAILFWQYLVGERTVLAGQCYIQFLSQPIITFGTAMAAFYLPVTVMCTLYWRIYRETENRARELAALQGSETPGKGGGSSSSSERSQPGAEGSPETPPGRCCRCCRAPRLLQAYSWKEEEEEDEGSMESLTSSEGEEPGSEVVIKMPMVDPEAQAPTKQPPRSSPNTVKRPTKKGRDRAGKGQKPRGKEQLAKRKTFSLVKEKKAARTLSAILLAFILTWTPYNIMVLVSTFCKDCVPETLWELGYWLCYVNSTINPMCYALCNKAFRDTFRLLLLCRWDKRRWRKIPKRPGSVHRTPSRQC
TAAR1 antag – antagonists of human TAAR1; Q96RJ0; CHO RD-HGA16 TAAR1, Fluo-8 calcium fluorescence, antagonist; inhibition, % at 3 µM; 360,000 tested, 1.5% active;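 active = inhibition above a per-plate cutoff, the mean inhibition of test compounds on that plate plus 3 SD, cut at about 49% in these data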;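 also: 0% = DMSO plus EC80 beta-PEA response and 100% = DMSO alone without agonist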
Target sequence (Q96RJ0 whole entry, looked up): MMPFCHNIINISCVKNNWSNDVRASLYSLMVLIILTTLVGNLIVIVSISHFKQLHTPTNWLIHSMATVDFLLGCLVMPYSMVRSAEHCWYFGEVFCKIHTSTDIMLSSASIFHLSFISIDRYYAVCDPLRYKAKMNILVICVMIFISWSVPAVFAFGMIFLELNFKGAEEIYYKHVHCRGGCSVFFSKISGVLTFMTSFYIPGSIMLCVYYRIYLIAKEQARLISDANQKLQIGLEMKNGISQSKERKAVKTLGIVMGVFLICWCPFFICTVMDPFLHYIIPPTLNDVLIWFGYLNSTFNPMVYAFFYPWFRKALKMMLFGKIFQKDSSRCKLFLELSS
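Material: RD-HGA16 CHO cells with stable hTAAR1 and Gα16; Dosing: single nominal final test compound concentration of 3 µM; Schedule: seeding 17-24 h prior, 75-min 37 °C, 30-min RT dye loading; Detection: kinetic Fluo-8 calcium fluorescence measurement; Measure: % inhibition from peak post-agonist over basal fluorescence ratio; Benchmarks: vehicle and agonist controls.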
TAAR1 ag – agonists of human TAAR1. CHO RD-HGA16 TAAR1, Fluo-8 calcium fluorescence; vehicle wells 0%, saturating PEA agonist 100%. 360,000 tested, 0.99% active. Q96RJ0. activation, % at 3 µM;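 active = activation above the mean activation of all test compounds in the run plus 3 SD, cut at about 38% in these data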
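Repeats: no replicates (n 1) | Material: CHO-derived RD-HGA16 cells with stable Gα16 and human TAAR1 | Technique: Kinetic Fluo-8 calcium fluorescence | Schedule: 17-24 h seeding, 75 min 37 °C dye, 30 min RT | Evaluation: % activation from peak over basal fluorescence ratio, DMSO-to-PEA scaled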
CHO-K1 Ca antag – counter-screen for M1 antagonists: effect in parental CHO-K1 cells. ATP-induced calcium, Fluo-8 fluorescence. inhibition, % at 3 µM. 360,000 tested, 0.6% active. AID 602250;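 active = inhibition above a per-plate cutoff, the plate's mean sample inhibition plus 3 SD, cut at about 24% in these data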;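 also: 0% = DMSO plus EC80 ATP and 100% = DMSO alone without ATP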
M1 PAM parental – nonselective activator or artifact in parental CHO-K1 calcium assay; ATP EC20, Fluo-8 calcium fluorescence; 0% at ATP EC20, 100% at ATP max; activation, % at 3 µM; 360,000 tested, 0.02% active; AID 602247;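 active = activation above the run cutoff, the mean activation of all test compounds plus 3 SD, cut at about 40% in these data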;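 also: peak over basal fluorescence ratio in a 140 s read after ATP addition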
CHRM1 PAM – potentiates human M1 receptor response to acetylcholine. CHO-K1 hM1, Fluo-8 calcium fluorescence, ACh EC20; 0% = ACh EC20, 100% = maximal ACh. activation, % at 3 µM. 360,000 tested, 0.088% active; in the data active = activation above about 19%, passing the limit was not always enough
CHRM1 antagonist – antagonists of human M1 muscarinic receptor; P11229; CHO-K1 hM1, Fluo-8 calcium fluorescence, ACh EC80 antagonist; inhibition, % at 3 µM; 360,000 tested, 1.3% active; AID 588852;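 active = percent inhibition above its own plate's cutoff, namely the mean of that plate's compound wells plus 3 SD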;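 also: peak over basal fluorescence ratio during 140 s after agonist addition; 0% = ACh EC80 plus DMSO and 100% = DMSO alone without agonist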
M1 ag parental – M1 agonist counterscreen hit in parental CHO-K1 cells | activation, % at 3 µM | Fluo-8 calcium fluorescence; scaled to maximal ATP response, vehicle zero | 360,000 tested, 0.48% active | AID 602248; in the data active = activation above about 15%;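 also: untransfected CHO-K1 host cells lacking M1 receptor as counterscreen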
Active calls of the source: *; nt = not tested or not shown.

Under each structure – CHO parental Ca	M1 ag	TAAR1 antag	TAAR1 ag	CHO-K1 Ca antag	M1 PAM parental	CHRM1 PAM	CHRM1 antagonist	M1 ag parental
- CSc1nc(SCC(=O)NCc2ccco2)c2c3c(sc2n1)COC(C)(C)C3
  -12	-9	-7	1	-6	8	0	-6	0.4
- COc1cccc(N2CCN(C(=O)C3CCN(C(=O)Nc4ccccc4)CC3)CC2)c1
  nt	11	-23	1	-4	17	13	4	-0.1
- CC(C)c1cc(C(=O)N2CCCC(N3CCN(c4ccc(F)cc4)CC3)C2)n(C)n1 (stereo not given)
  nt	-2	-20	8	-10	5	-1	-8	7.5
- CCOC(=O)CC(NS(=O)(=O)c1ccc(OC)c(C)c1)c1cccc([N+](=O)[O-])c1 (stereo not given)
  -18	-7	-5	3	-1	-3	10	-9	0.8
- Cn1c(=O)c2c([nH]c(=O)n2C)n(Cc2ccccc2)c1=O
  -3	2	-3	0	8	-14	15	-7	-0.1
- CN1CCN(Cc2cc(COCc3ccccc3)c3cccnc3c2O)CC1
  -22	-3	-12	7	-12	0	5	-5	-0.1
- COc1ccc(C(=O)NCc2nnc(SC)n2Cc2ccccc2)cc1
  4	0	-9	1	3	6	8	-9	2.0
- O=C(c1ccccn1)N1CCN(S(=O)(=O)c2ccc(F)cc2)CC1
  13	-4	-25	4	-1	18	4	-3	0.4
- CC1C(=O)N2CCCc3cc(NC(=O)COc4ccc(Cl)cc4)cc1c32 (stereo not given)
  -33	-1	-7	3	6	-15	-2	10	1.1
- COc1ccc(CNC(=O)c2ccc3nccnc3c2)cc1
  3	1	-22	2	-18	15	15	-25	0.6
- NC(=NCc1ccccc1)c1cccc([N+](=O)[O-])c1
  -12	-4	9	-1	-4	16	9	-10	0.5
- O=C(CN1CCOCC1)Nc1cc(Cl)ccc1Cl
  -2	-4	2	2	-5	4	9	-4	0.8
- O=S(=O)(NN1CCOCC1)c1ccc(Br)cc1
  -3	-4	-17	0	2	-2	7	-3	0.7
- CCCCNC(=O)C1(C)CCCCN1Cc1ccc2ccccc2c1 (stereo not given)
  nt	-6	-19	2	6	-4	5	-2	-0.4
- Cc1ccccc1C(=O)NCC(=O)OC(C)C(=O)Nc1cccc(S(=O)(=O)N2CCOCC2)c1 (stereo not given)
  -4	-5	-11	1	-13	-1	13	-14	1.4
- CN1CCCC1CCNc1ccc2c(=O)c3ccccc3oc2c1 (stereo not given)
  -4	-13	10	7	-22	19	-23	21	1.6
- COCC(=O)n1cc(C(=O)OC)c2ccccc21
  -7	-3	2	5	-4	2	-4	-11	0.1
- COc1ccc(N(CC(=O)NN=C2CCN(C)CC2)S(=O)(=O)c2ccc(NC(C)=O)cc2)cc1
  -11	-3	-12	-1	-10	-5	-2	-3	-0.3
- Cc1ccc(OCC(=O)N(Cc2ccccc2)c2c(N)n(Cc3ccccc3)c(=O)[nH]c2=O)c(C)c1
  -6	-4	-14	0	-8	13	7	-5	0.9
- Cc1cc(C)cc(NC(=O)CN2CCc3ccccc3C2)c1
  2	-5	-16	13	-1	-4	-1	-12	0.3

Carrying on:
| SMILES | CHO parental Ca | M1 ag | TAAR1 antag | TAAR1 ag | CHO-K1 Ca antag | M1 PAM parental | CHRM1 PAM | CHRM1 antagonist | M1 ag parental |
| --- | --- | --- | --- | --- | --- | --- | --- | --- | --- |
| O=C(/C=C\NCC(=O)c1ccccc1)c1ccc2ccccc2c1 | -3 | -6 | -6 | 3 | -8 | 15 | 11 | -10 | -0.2 |
| Cn1/c(=N/N=C/c2ccc(Cl)c([N+](=O)[O-])c2)sc2ccccc21 | -13 | -2 | 5 | 7 | 2 | 0 | 2 | -16 | 0.2 |
| CC(C)c1cc(-c2cc(-c3ccc(Cl)cc3)on2)nc(NC2CCCC2)n1 | -10 | 1 | -17 | 8 | -3 | 18 | 15 | -4 | -0.4 |
| C/C(=N\NC(=O)Cn1c(C)nc2ccccc21)c1cccs1 | -11 | -2 | 24 | 21 | -3 | 6 | 1 | 3 | 4.2 |
| C/C(=C\C(=O)c1ccc(Cl)cc1)Nc1ccc(N2CCOCC2)cc1 | -12 | -3 | 7 | 2 | -12 | 18 | 7 | 3 | 0.9 |
| COc1ccc(OC)c(NC(=O)c2cc(-c3ccc(F)cc3OC(C)C)n[nH]2)c1 | nt | -5 | 41 | 3 | 2 | 6 | -9 | 9 | 0.2 |
| Cc1ccc(C(=O)Nc2cc([N+](=O)[O-])ccc2F)s1 | -8 | -9 | -4 | -2 | -8 | 24 | 8 | -6 | 0.3 |
| COc1ccccc1-n1c(=O)[nH]c2c(C(N)=O)nc(-c3cccnc3)nc21 | 1 | 0 | 9 | 0 | 0 | 25 | 6 | -6 | 0.8 |
| C/C(=N\Nc1ccc(F)cc1F)c1ccc(N2CCOCC2)cc1 | -5 | -1 | 1 | -1 | -10 | 11 | 5 | 0 | 0.4 |
| CCOC(=O)C1=C(C)N(CCCCCC(=O)O)C(=O)NC1c1cccc([N+](=O)[O-])c1 (stereo not given) | -12 | -4 | -6 | 14 | -5 | 9 | 7 | -8 | 0.1 |
| Cc1ccccc1-n1c(SCC(=O)N2CCCCC2)nc(O)cc1=O | nt | -1 | -8 | 4 | -4 | -18 | 7 | -4 | 0.4 |
| Cc1ccc(S(=O)(=O)N(C)CC(=O)OCC(=O)N2CCN(c3ccccc3)CC2)cc1 | -27 | -4 | -6 | 0 | -5 | 11 | 3 | -7 | 3.4 |
| COc1ccc(-c2nnc(SCC(=O)N3CCCC3)o2)c(OC)c1 | 5 | -4 | -12 | 4 | 5 | 16 | 16 | -16 | 0.8 |
| CCOc1ccc(CCNC(=O)c2cc(-c3ccccc3)c(N3CCOCC3)s2)cc1 | -8 | 7 | 26 | -2 | -19 | 6 | 7 | -2 | 0.4 |
| O=C(CCN1C(=O)c2ccccc2C1=O)C1=NN[C@@H]2C(=O)N(c3cccc(Cl)c3)C(=O)[C@H]12 | -9 | -9 | 20 | 12 | -8 | 22 | 0 | 0 | 4.3 |
| Fc1ccc(-n2c(Cn3nnc4ccccc43)n[nH]c2=S)cc1 | -6 | -1 | 13 | 2 | -12 | 25 | 12 | -4 | 0.1 |
| COc1cc(C)ccc1S(=O)(=O)n1nc(C)cc1C | 4 | -10 | 2 | 7 | -3 | 6 | 6 | -4 | -0.7 |
| COC(C(=O)Nc1ccnn1C1CCN(Cc2nccs2)CC1)c1ccccc1 (stereo not given) | -8 | -3 | 13 | 0 | -13 | 1 | -1 | 0 | 1.2 |
| O=C(Nc1cc(S(=O)(=O)N2CCOCC2)ccc1N1CCCC1)c1ccccc1F | nt | -2 | -2 | 1 | -2 | 4 | -3 | 3 | 0.2 |
| Cc1ccc(Nc2nc(C)cc(C)c2C(N)=O)c(C)c1 | -4 | -4 | 19 | -1 | 1 | 4 | 8 | -13 | 0.5 |
| CC(=O)N1C(=O)C2(C(C#N)=C(N)Oc3n[nH]c(-c4ccccn4)c32)c2ccccc21 (stereo not given) | -2 | -4 | 4 | 10 | -5 | 8 | 1 | 1 | 0.2 |
| CSc1nc(-c2ccccc2)c2cc(Cl)ccc2n1 | -6 | -6 | -28 | 1 | -11 | 16 | 10 | -13 | 0.6 |
| CCCCC(=O)Nc1ccc(C(=O)Nc2ccc(S(=O)(=O)Nc3nccc(C)n3)cc2)cc1 | -6 | -6 | 3 | 6 | 0 | -7 | 2 | -10 | -0.1 |
| CCCC(=O)N1CCN(c2nc(CC(C)C)c3c(c2C#N)CCC3)CC1 | -15 | -7 | 2 | 2 | -7 | 6 | -6 | -19 | -0.3 |
| CC(C)C(C)(C#N)NC(=O)CSc1nc2scc(-c3ccco3)c2c(=O)n1-c1ccccc1 (stereo not given) | -12 | -5 | 20 | 10 | -5 | 6 | 2 | 3 | 0.4 |

An excerpt from above in order of count of non-hydrogen atoms, low to high.
| SMILES | CHO parental Ca | M1 ag | TAAR1 antag | TAAR1 ag | CHO-K1 Ca antag | M1 PAM parental | CHRM1 PAM | CHRM1 antagonist | M1 ag parental |
| --- | --- | --- | --- | --- | --- | --- | --- | --- | --- |
| Cc1ccc(C(=O)Nc2cc([N+](=O)[O-])ccc2F)s1 | -8 | -9 | -4 | -2 | -8 | 24 | 8 | -6 | 0.3 |
| Fc1ccc(-n2c(Cn3nnc4ccccc43)n[nH]c2=S)cc1 | -6 | -1 | 13 | 2 | -12 | 25 | 12 | -4 | 0.1 |
| Cc1ccccc1-n1c(SCC(=O)N2CCCCC2)nc(O)cc1=O | nt | -1 | -8 | 4 | -4 | -18 | 7 | -4 | 0.4 |
| CCCCC(=O)Nc1ccc(C(=O)Nc2ccc(S(=O)(=O)Nc3nccc(C)n3)cc2)cc1 | -6 | -6 | 3 | 6 | 0 | -7 | 2 | -10 | -0.1 |

Going on with the list.
| SMILES | CHO parental Ca | M1 ag | TAAR1 antag | TAAR1 ag | CHO-K1 Ca antag | M1 PAM parental | CHRM1 PAM | CHRM1 antagonist | M1 ag parental |
| --- | --- | --- | --- | --- | --- | --- | --- | --- | --- |
| CC(C)CC(NC(=O)OC(C)(C)C)C(=O)NCc1ccccc1 (stereo not given) | -26 | -7 | -6 | 5 | -12 | 25 | 5 | -23 | 0.5 |
| Cc1cc(C)c(C(=O)NC2CCCc3c2cnn3-c2cccc(C)c2C)o1 (stereo not given) | -17 | 0 | -24 | 3 | 1 | -14 | 4 | 2 | 3.6 |
| CCOC(=O)CSc1nnc(CSc2nc(C)cc(C)n2)n1Cc1ccco1 | -9 | 0 | 0 | 4 | -3 | 15 | 7 | -3 | 0.5 |
| CN(Cc1ccccc1)C(=O)C1CCCN1S(=O)(=O)c1ccc(Cl)cc1 (stereo not given) | -23 | -1 | -6 | 3 | 5 | -12 | 7 | -7 | -0.3 |
| O=c1oc(C2(O)CCCCC2)cc2ccc(Br)cc12 | -16 | -6 | 25 | 10 | -7 | 5 | 0 | -1 | 2.1 |
| CC(CC(=O)Nc1ccccc1)NCCCN1CCCC1=O (stereo not given) | 2 | -7 | 2 | -1 | -1 | -8 | 11 | 0 | 0.1 |
| Cc1cc(C)nc(Nc2ncc(O)n2-c2ccc(C)c(Cl)c2)n1 | -2 | -4 | 6 | 10 | 5 | 0 | 7 | -8 | 0.9 |
| COCC1CCN(C(=O)CCc2nnc(CCCCc3ccccc3)o2)CC1 | -10 | -6 | -16 | 2 | -2 | 21 | -3 | 8 | 5.7 |
| CCOC(=O)Cc1csc(/N=C/c2c(O)n(-c3ccc(C)c(C)c3)c(=O)c3ccccc23)n1 | -14 | -4 | -5 | 0 | -11 | 23 | 12 | -10 | 0.7 |
| COc1cc(N)c(Cl)cc1C(=O)OCC(=O)Nc1cccnc1Cl | -1 | -4 | -10 | 3 | 8 | -15 | -2 | 3 | 0.8 |
| COc1ccc(N(C)C(=O)CCS(=O)(=O)c2cccc3nonc23)c(OC)c1 | 1 | -2 | 8 | 0 | -13 | 0 | 1 | 6 | 0.2 |
| OCC(O)C(O)CC1SCCS1 (stereo not given) | nt | -3 | 8 | 1 | -7 | 4 | 2 | -8 | 0.2 |
